From PubChem
SRC3 inh: inhibitors of human steroid receptor coactivator 3 (SRC3); Q9Y6Q9; HEK293 GAL4-SRC3 luciferase reporter, luminescence; inhibition, % at 3.6 µM; hit rate 0.17% among 360,000;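 active means inhibition above a per-campaign cutoff, the mean of all compounds plus 3 SD, cut at about 60% in these data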;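 further: 0% = DMSO-treated cells and 100% = gossypol-treated cells at 36 µM; higher means less SRC3-driven luciferase light from the GAL4 reporter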
NR2F2 inh: inhibitors of human COUP-TFII (NR2F2) | HEK293T NGFI-A luciferase reporter, luminescence | hit rate 0.7% among 370,000 | AID 686940 | inhibition, % at 8.6 µM;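 active means inhibition above a per-plate cutoff, mean inhibition of test wells between control levels plus 3 SD, cut at about 38% in these data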;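 further: cells cotransfected with COUP-TFII expression vector driving the NGFI-A reporter; 0% = median of COUP-TF2 test wells and 100% = reporter-only cells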
Vif inh: inhibitors of HIV Vif | HEK293T cells, Vif self-association by quenched fluorescence, imaging, 24 h | hit rate 0.35% among 340,000 | inhibition, % at 7.49 µM; in the data active means inhibition above about 50%, passing the limit was not always enough; further: some results filed as inactive read as strong as hits
NR5A2 inv ag: NR5A2 inverse agonism in reporter assay; AID 602396; HEK293T StAR-luciferase reporter, LRH-1 transfected, 24 h; hit rate 0.13% among 360,000; inhibition, % at 3.6 µM; O00482;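 active means inhibition above the mean inhibition of all tested compounds plus 3 SD, cut at about 73% in these data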;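 further: 0% = DMSO wells and 100% = reporter-only cells lacking LRH-1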
NCOA1 inh: inhibits human SRC1 coactivator; hit rate 0.12% among 360,000; AID 588354; Q15788; HEK293 GAL4-SRC1 luciferase reporter, luminescence; inhibition, % at 3.6 µM;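 active means inhibition above the campaign mean plus 3 SD, with each screening campaign given its own cutoff, cut at about 60% in these data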;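 further: 0% = DMSO treated cells and 100% = gossypol at 36 µM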
NOD2-RIPK2 inh: inhibitors of human NOD2-RIPK2 interaction | inhibition, % at 4.98 µM | O43353 | CHO BLA complementation NOD2-RIPK2, CCF4 ratio | AID 624267 | hit rate 0.38% among 360,000; in the data active means inhibition above about 21%;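 further: 0% = vehicle only and 100% = reference blocker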
TROY signal inh: inhibitors of TROY-dependent NF-kB signaling; inhibition, % at 10 µM; Q293 LMP1-TROYcd NF-kB luciferase reporter, 4 h; hit rate 0.98% among 360,000;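 active means compounds whose plate-normalised and pattern-corrected inhibition of the luciferase reporter signal at the single screening dose is 50% or more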
C8 TRAIL sens: sensitizes caspase-8 expressing cells to TRAIL; hit rate 1% among 360,000; NB7+C8 cells + TRAIL, ATPlite viability luminescence; inhibition (viability loss, TRAIL sensitization), % at 10 µM;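 active means compounds causing at least 50% loss of cell viability in the single-dose screen, relative to plate controls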
TLR9-MyD88 inh: TLR9-MyD88 interaction inhibition. hit rate 0.21% among 340,000. Q9NR96+Q99836. CHO BLA complementation TLR9-MyD88, CCF4 FRET ratio. inhibition, % at 4.98 µM;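 active means inhibition above the mean over all tested compounds plus 3 SD, cut at about 21% in these data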;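 further: 0% = DMSO only wells and 100% = clavulanate BLA inhibitor control wells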
Target sequence (Q99836 whole entry, looked up): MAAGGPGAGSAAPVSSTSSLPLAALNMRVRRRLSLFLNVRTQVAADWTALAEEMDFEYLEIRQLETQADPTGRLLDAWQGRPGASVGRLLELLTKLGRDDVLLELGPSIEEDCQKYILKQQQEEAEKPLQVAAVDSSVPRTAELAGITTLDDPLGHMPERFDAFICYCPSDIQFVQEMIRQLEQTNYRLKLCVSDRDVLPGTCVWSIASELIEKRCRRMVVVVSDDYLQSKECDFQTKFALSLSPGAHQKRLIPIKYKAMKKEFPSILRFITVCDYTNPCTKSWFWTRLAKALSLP
Target sequence (Q9NR96 whole entry, looked up): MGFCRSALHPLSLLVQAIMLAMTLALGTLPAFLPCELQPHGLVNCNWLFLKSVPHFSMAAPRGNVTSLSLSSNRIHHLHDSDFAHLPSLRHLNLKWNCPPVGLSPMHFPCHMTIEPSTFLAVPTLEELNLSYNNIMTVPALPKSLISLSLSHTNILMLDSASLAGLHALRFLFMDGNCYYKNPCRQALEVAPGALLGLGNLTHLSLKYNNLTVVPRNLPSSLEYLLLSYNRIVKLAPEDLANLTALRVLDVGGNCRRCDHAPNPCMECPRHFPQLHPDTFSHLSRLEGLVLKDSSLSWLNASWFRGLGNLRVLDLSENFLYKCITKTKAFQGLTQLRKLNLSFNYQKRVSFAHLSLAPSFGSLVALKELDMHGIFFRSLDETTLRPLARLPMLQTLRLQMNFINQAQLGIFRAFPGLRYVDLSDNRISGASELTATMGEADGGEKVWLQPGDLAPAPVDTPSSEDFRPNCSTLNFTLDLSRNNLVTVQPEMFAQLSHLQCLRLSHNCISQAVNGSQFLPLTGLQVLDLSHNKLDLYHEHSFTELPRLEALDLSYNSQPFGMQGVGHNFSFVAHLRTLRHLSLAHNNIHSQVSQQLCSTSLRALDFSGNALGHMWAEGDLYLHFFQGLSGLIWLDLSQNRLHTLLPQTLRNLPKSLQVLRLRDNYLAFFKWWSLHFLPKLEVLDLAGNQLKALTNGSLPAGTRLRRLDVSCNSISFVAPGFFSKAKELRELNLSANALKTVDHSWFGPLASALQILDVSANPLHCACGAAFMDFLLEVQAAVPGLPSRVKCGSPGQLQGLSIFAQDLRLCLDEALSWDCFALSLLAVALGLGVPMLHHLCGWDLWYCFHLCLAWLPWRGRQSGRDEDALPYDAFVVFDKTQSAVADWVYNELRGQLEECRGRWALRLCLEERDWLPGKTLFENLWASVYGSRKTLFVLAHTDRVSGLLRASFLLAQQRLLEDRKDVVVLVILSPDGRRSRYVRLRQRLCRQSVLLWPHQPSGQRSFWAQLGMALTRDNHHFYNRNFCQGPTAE
NCOA2 inhibitor: human SRC2 (NCOA2) inhibition | inhibition, % at 9 µM | HEK293 GAL4-SRC2 luciferase reporter, luminescence | Q15596 | hit rate 0.17% among 370,000;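 active means inhibition above the mean inhibition of all tested compounds plus 3 SD, set per campaign, cut at about 52% in these data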;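 further: 0% = DMSO treated cells and 100% = cells given Gossypol at 36 µM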
LMP1 NFkB inh: Epstein-Barr LMP1 NF-kappaB reporter inhibition | LMP1-induced NF-kappaB luciferase reporter cells, luminescence | inhibition, % at 12.5 µM | hit rate 0.69% among 350,000; in the data active means inhibition above about 41%;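 further: 0% = neutral control wells and 100% = reference inhibitor control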
Active calls of the source: *; i = inactive; . = no result given. This is a subset (hit frequency here may not be typical).

Results follow in this order: SRC3 inh, NR2F2 inh, Vif inh, NR5A2 inv ag, NCOA1 inh, NOD2-RIPK2 inh, TROY signal inh, C8 TRAIL sens, TLR9-MyD88 inh, NCOA2 inhibitor, LMP1 NFkB inh
- N#Cc1nc(COc2ccccc2)oc1N1CCCCCC1
    -27, 5, 0, -25, 15, -11, -29, 3, -12, -26, -7
- CC[C@@]1(C(=O)OC)N[C@H](CN(C)C(=O)Nc2ccc(C(F)(F)F)cc2)[C@@H]2C(=O)N(Cc3ccccc3)C(=O)[C@@H]21
    -12, -3, -1, -8, -14, -7, -6, -12, -11, -2, 9
- COc1ccc(CN(C)C(=O)c2cc(-c3ccccc3)nc3ccc(C)cc23)c(OC)c1
    -26, 29, -15, -3, 10, -1, 11, 17, -6, 13, 8
- c1ccc(CSc2cc3ccccc3[nH]2)cc1
    -27, -6, 3, -31, -65, -5, 4, 13, 7, -64, -21
- Cc1nc2sc3c(NCc4ccco4)ncnc3c2c2c1COC(C)(C)C2
    41, -10, -14, -23, 34, 7, 55*, 1, 3, 11, 10
- CN(c1ccc(C(=O)NCCSCc2c(F)cccc2Cl)cc1)S(C)(=O)=O
    -8, 15, -37, -7, -4, -1, 10, 1, -4, 8, -6
- O=C(NCCc1ccccc1)C1CCCN(S(=O)(=O)c2cccc3nonc23)C1 (centres undefined)
    3, -2, 2, -10, -7, 4, 6, 0, -5, -24, 5
- OCC#CCSc1nnc(-c2ccncc2)o1
    20, 5, 8, 0, -18, 0, 3, -23, 8, -22, -1
- C=CC(=O)N1C/C(=C/c2ccc(Cl)cc2)C(=O)/C(=C\c2ccc(Cl)cc2)C1
    -159, 90*, 10, 49, i, 45*, 85*, 93*, 8, 60*, 86*
- CCNC(=O)COC(=O)c1ccc(NS(=O)(=O)c2ccc3c(c2)OCCO3)cc1
    -16, 5, 0, 0, -16, -6, 7, -6, 1, 22, 3
- O=C(Oc1ccc(Cl)c2cccnc12)c1ccco1
    11, 2, -5, 11, -20, -6, ., -3, 16, 5, 21
- O=C(O)c1ccc(NC(CSCc2ccccc2F)C(=O)O)c([N+](=O)[O-])c1 (centres undefined)
    16, 22, 0, 9, 8, 12, 2, -8, 6, 1, -1
- COc1ccc2c3n(nc2c1)CCN=C3c1cc(Cl)c(N)c(Cl)c1
    -11, -12, 0, 35, -1, -2, -9, 16, 10, -1, 27
- Cc1oc(-c2ccc(Cl)cc2)nc1CSCC(=O)NCCCN1CCOCC1
    -28, 13, -8, -11, -11, -2, 0, -1, -15, 9, -1
- CCOC(=O)Cc1csc(NC(=O)COc2ccc(OC)cc2)n1
    -7, -23, 6, 22, -5, 7, 7, 4, 1, -17, 9

By substructure, those above containing four or more nitrogen atoms (four)
Results follow in this order: SRC3 inh, NR2F2 inh, Vif inh, NR5A2 inv ag, NCOA1 inh, NOD2-RIPK2 inh, TROY signal inh, C8 TRAIL sens, TLR9-MyD88 inh, NCOA2 inhibitor, LMP1 NFkB inh
- CC[C@@]1(C(=O)OC)N[C@H](CN(C)C(=O)Nc2ccc(C(F)(F)F)cc2)[C@@H]2C(=O)N(Cc3ccccc3)C(=O)[C@@H]21
    -12, -3, -1, -8, -14, -7, -6, -12, -11, -2, 9
- Cc1nc2sc3c(NCc4ccco4)ncnc3c2c2c1COC(C)(C)C2
    41, -10, -14, -23, 34, 7, 55*, 1, 3, 11, 10
- O=C(NCCc1ccccc1)C1CCCN(S(=O)(=O)c2cccc3nonc23)C1 (centres undefined)
    3, -2, 2, -10, -7, 4, 6, 0, -5, -24, 5
- COc1ccc2c3n(nc2c1)CCN=C3c1cc(Cl)c(N)c(Cl)c1
    -11, -12, 0, 35, -1, -2, -9, 16, 10, -1, 27

The list continues:
Results follow in this order: SRC3 inh, NR2F2 inh, Vif inh, NR5A2 inv ag, NCOA1 inh, NOD2-RIPK2 inh, TROY signal inh, C8 TRAIL sens, TLR9-MyD88 inh, NCOA2 inhibitor, LMP1 NFkB inh
- COC(=O)c1c(NC(=O)CSc2nnc(Cn3nnc4ccccc43)n2C)sc(C)c1C
    18, 19, -3, -4, 0, -2, 6, 5, 1, -1, -5
- Nc1ccn([C@@H]2O[C@H](C(=O)N[C@H](COC=O)Cc3ccccc3)[C@@H](O)[C@H]2O)c(=O)n1
    -13, -9, -3, -8, 5, -8, 8, 14, ., -26, .
- O=S(=O)(NCc1cccnc1)c1cccs1
    9, ., 4, 9, 4, -10, -24, -21, -2, ., 3
- CCOC(=O)c1c(C)[nH]c(N=Nc2ccccc2C)c1C
    -36, -20, ., -29, -51, -2, -43, -10, 7, -31, -44
- CSc1ncnc2c1ncn2CCCNCCc1ccccn1
    0, -5, 2, -9, -4, 4, 3, -16, -2, -40, 7
- O=S(=O)(NCC(c1ccco1)N1CCN(c2ccccc2F)CC1)c1ccc(F)cc1 (centres undefined)
    0, 9, 7, -6, 7, -2, 4, -2, 8, 5, 3
- Cc1ccc(SCc2c(C(=O)N/N=C/c3ccco3)nnn2-c2nonc2N)cc1
    7, 16, -1, 10, -4, 3, 11, 0, 2, -6, 5
- CC(NC1CCCC1)c1ccccc1 (centres undefined)
    16, 14, 12, 5, -30, -4, 76*, -4, 0, -18, -1
- CC(=O)c1ccc(OCCn2cnc3ccccc32)cc1
    -12, 2, -3, -9, -16, 5, -4, 12, -2, -30, 1
- COCCCNC(=S)N(CCN(C)C)Cc1cc2cc3c(cc2[nH]c1=O)OCCO3
    -19, 3, -2, -15, 19, -5, 0, -1, 0, 0, 6
- Cc1cccc(-c2noc(CCCC(=O)Nc3ccc(C(N)=O)cc3)n2)c1
    3, 15, -1, -3, -2, -7, 5, -3, -6, 18, 8
- Cc1cccc(C)c1NC(=O)N1C2CCCC1CC(NC(=O)C(C)(C)C)C2 (centres undefined)
    -6, -3, 2, -3, 4, 11, 7, 6, -1, 5, 0
- CC(C)c1ccc(S(=O)(=O)N2CCN(C(=O)CN3C(=O)NC(C)(c4ccccc4)C3=O)CC2)cc1 (centres undefined)
    10, 5, -1, 5, -4, 7, -13, -16, 4, 21, -7
- CCN1CCN(CC(=O)Nc2ccc(Cl)c(Cl)c2)C(=O)C1=O
    11, -3, 6, 25, -6, -7, -19, 1, 6, -10, -5
- COc1ccccc1CNC(=O)COC(=O)c1cccc(-n2cnnn2)c1
    -9, -3, -20, -28, 10, -4, -4, -13, -5, -18, -2

One compound at a time (already shown):
Shown for O=S(=O)(NCc1cccnc1)c1cccs1 → SRC3 inh = 9; NR2F2 inh = .; Vif inh = 4; NR5A2 inv ag = 9; NCOA1 inh = 4; NOD2-RIPK2 inh = -10; TROY signal inh = -24; C8 TRAIL sens = -21; TLR9-MyD88 inh = -2; NCOA2 inhibitor = .; LMP1 NFkB inh = 3
Shown for CCNC(=O)COC(=O)c1ccc(NS(=O)(=O)c2ccc3c(c2)OCCO3)cc1 → SRC3 inh = -16; NR2F2 inh = 5; Vif inh = 0; NR5A2 inv ag = 0; NCOA1 inh = -16; NOD2-RIPK2 inh = -6; TROY signal inh = 7; C8 TRAIL sens = -6; TLR9-MyD88 inh = 1; NCOA2 inhibitor = 22; LMP1 NFkB inh = 3

(more compounds)
Results follow in this order: SRC3 inh, NR2F2 inh, Vif inh, NR5A2 inv ag, NCOA1 inh, NOD2-RIPK2 inh, TROY signal inh, C8 TRAIL sens, TLR9-MyD88 inh, NCOA2 inhibitor, LMP1 NFkB inh
- CC1(C(=O)NS(=O)(=O)c2ccccc2)CCN1C(=O)Cc1ccc(-c2ccccc2)cc1 (centres undefined)
    -7, -10, 2, 2, 7, 6, -8, 5, ., -5, .
- COc1ccc(C2CCCN2C(=O)Nc2ccc(Cl)cc2)cc1OC (centres undefined)
    -31, -9, -9, -39, -44, 8, -51, 12, -1, -9, 2
- COc1ccccc1CC1(C)C(=O)Nc2c(Cl)cccc21 (centres undefined)
    -7, -11, 1, -10, 3, 3, 2, -1, ., -52, .
- CC1CCCN(C2(O)C(=O)Nc3ccc(Br)cc32)C1 (centres undefined)
    0, 6, -9, 10, 10, -3, -8, 8, -8, 0, 1
- COc1ccccc1NC(=O)CNC(=O)Cn1cnc2sc(C)c(C)c2c1=O
    5, -1, 14, -4, 1, -5, 15, -4, -9, -1, 4
- Cc1cc(C)c(C)c(S(=O)(=O)N2CCC(C(=O)NC3=NCCS3)CC2)c1C
    -10, 6, -10, 9, 3, 0, 9, -4, -4, 11, -8
- CCOc1ncccc1C(=O)OCCN1C(=O)c2ccccc2C1=O
    3, 2, ., -20, 4, -5, 10, 10, -5, 0, -2
- O=C(CN1C(=O)c2ccccc2S1(=O)=O)NC1CCCCCC1
    -8, -6, 0, -10, -1, -1, -59, -2, 1, -28, 5
- O=c1c2ccccc2[nH]c(=S)n1Cc1ccc2c(c1)OCO2
    -5, 3, 6, 12, -38, 3, 13, 0, -2, 5, 1
- CCOC(=O)C1=CN(Cc2ccco2)S(=O)(=O)N(CC)C1c1cccc(OC)c1 (centres undefined)
    -4, 9, 6, -34, 0, 9, 1, 2, -2, 1, -1
- O=S(=O)(Nc1ccc(S(=O)(=O)Nc2nccs2)cc1)c1ccc2c(c1)OCCO2
    22, -17, -2, 4, -15, 1, -11, -13, 1, -24, -11
- O=C(c1ccc(Cl)c(Cl)c1)N1CCC(=O)N(C(COCc2ccccc2)Cc2ccccc2)CC1 (centres undefined)
    -4, 12, -1, -3, -4, -2, 10, 8, -5, 6, 7
- Cc1nc(NC(=O)c2cncc(Br)c2)ccc1Br
    -28, 5, 0, -31, -30, 2, -41, 3, 5, -41, -6
- COc1cc(C=NOC(=O)Nc2ccccc2)cc(OC)c1OC
    -25, -4, 1, -28, -18, -4, -29, -2, -10, -6, -12
- Cc1[nH]n(-c2ccccc2)c(=O)c1/C=N/N1CCOCC1
    7, -20, -11, 9, -12, -2, -12, 5, -1, -13, -7

More results.
Results follow in this order: SRC3 inh, NR2F2 inh, Vif inh, NR5A2 inv ag, NCOA1 inh, NOD2-RIPK2 inh, TROY signal inh, C8 TRAIL sens, TLR9-MyD88 inh, NCOA2 inhibitor, LMP1 NFkB inh
- CCCn1c2ccc(/C(C)=N\O)cc2c2cc(/C(C)=N/O)ccc21
    -32, -16, 7, 6, -13, 0, 5, 7, -2, -35, -13
- COC(=O)c1cccc(C(=O)N2CCC(CCC(=O)NCc3ccc(F)cc3)CC2)c1
    -9, -26, 2, 12, -9, 8, 10, -7, 2, 7, -3
- Cc1nn(CC(=O)N2CC(=O)Nc3ccccc32)c(C)c1[N+](=O)[O-]
    7, -2, 23, 15, -16, -2, -13, -3, 2, 15, -3
- O=C(Nc1cccc([N+](=O)[O-])c1)c1cc(S(=O)(=O)Nc2ccccn2)ccc1Cl
    -6, -1, 1, 11, -14, -6, 13, -10, 1, -19, 5
- COc1ccc(/C=N/NC(=O)CN(c2ccc(OC)cc2)S(=O)(=O)c2ccccc2)cc1
    12, 0, 3, -1, -3, -10, -18, -6, -4, 1, -2
- C=CCN1C(=O)NC2(CCCCC2)C1=O
    10, 7, -3, -23, -3, -9, -11, 3, -4, 5, 8
- Cc1ccccc1C(=O)Nc1cccc(C#N)c1
    -11, -19, -5, -6, -17, 1, -4, -2, -20, -29, -9
- O=C(NN1C(=O)C2C3c4ccccc4C(c4ccccc43)C2C1=O)C1CC1 (centres undefined)
    -3, 5, 3, -20, -6, -7, 6, -2, -5, 18, -56
- Cc1cccc(C)c1NC(=O)NS(=O)(=O)c1ccccc1
    -4, -10, 13, -38, 2, -1, -4, -1, 7, -3, 3
